# GPR151 ag = human GPR151 activation; activation, % at 11.2 µM; 650,000 compounds, 1% hits; AID 1508602; PathHunter beta-arrestin GPR151 cells, luminescence; Q8TDV0; in the data active = activation above about 4.9%;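 note: 0% = median of compound wells and 100% = cells with positive control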
# Target sequence (Q8TDV0 whole entry, looked up): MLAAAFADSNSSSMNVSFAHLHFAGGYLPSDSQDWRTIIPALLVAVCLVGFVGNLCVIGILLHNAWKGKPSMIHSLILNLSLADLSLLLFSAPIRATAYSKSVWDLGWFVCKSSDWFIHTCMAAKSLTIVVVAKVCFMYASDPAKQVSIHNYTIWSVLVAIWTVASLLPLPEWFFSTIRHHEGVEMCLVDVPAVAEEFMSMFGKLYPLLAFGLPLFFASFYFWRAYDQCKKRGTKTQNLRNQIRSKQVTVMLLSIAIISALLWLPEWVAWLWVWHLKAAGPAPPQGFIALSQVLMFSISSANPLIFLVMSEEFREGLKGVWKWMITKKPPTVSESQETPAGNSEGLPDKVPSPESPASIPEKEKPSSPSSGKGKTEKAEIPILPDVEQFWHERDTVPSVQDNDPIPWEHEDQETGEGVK
# FBW7 activator = activators of human E3 ligase FBW7; Q969H0; AlphaScreen FBW7–phospho-cyclin E peptide binding, activator screen; normalized activity (activation), % at 26.1 µM; 650,000 compounds, 0.13% hits; AID 1259310; in the data active = normalized activity above about 1.9%;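 note: purified mutant Fbw7 with reduced substrate affinity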
# Target sequence (Q969H0 whole entry, looked up): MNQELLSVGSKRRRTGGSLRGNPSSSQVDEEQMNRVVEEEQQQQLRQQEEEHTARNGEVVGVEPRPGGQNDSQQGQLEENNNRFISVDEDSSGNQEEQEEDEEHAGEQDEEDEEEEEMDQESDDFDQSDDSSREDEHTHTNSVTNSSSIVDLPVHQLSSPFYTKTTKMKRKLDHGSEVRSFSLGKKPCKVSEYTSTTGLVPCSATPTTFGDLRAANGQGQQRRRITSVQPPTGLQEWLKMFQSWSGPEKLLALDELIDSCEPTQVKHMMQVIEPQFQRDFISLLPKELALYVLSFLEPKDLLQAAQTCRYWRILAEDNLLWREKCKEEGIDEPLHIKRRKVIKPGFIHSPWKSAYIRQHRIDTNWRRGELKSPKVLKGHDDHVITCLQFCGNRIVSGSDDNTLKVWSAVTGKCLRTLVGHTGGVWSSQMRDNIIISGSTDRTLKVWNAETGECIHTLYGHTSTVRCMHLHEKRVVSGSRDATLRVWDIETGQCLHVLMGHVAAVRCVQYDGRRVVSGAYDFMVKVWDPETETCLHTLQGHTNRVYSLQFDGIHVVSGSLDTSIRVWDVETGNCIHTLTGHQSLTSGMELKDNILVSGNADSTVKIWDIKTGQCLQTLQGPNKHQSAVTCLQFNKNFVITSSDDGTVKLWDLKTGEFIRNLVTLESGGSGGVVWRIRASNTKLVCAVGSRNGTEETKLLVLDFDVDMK
# TEAD-YAP block = TEAD-YAP interaction inhibition | HEK-TIYL cells, TEAD-Gal4/YAP UAS-luciferase luminescence | 640,000 compounds, 1.4% hits | AID 1259422 | inhibition, % at 9.12 µM; in the data active = inhibition above about 32%;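 note: 0% = median of test compound wells and 100% = reference inhibitor wells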
# MITF inh = human MITF inhibition, primary screen; O75030; AlphaScreen MITF homodimerization, bead proximity signal; inhibition, % at 2.6 µM; 650,000 compounds, 0.91% hits; in the data active = inhibition above about 50%;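 note: 0% = vehicle wells with protein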
# * marks the source's active call; other numbers are inactive results; nt = not tested or not shown; & = joins results of further samples.
SMILES,GPR151 ag,FBW7 activator,TEAD-YAP block,MITF inh
COc1ccc(CCNC(=O)CCCCCn2c(SCC(=O)c3ccc(F)cc3)nc3cc4c(cc3c2=O)OCO4)cc1OC,-1.2,0.1,-10,10
COc1ccc(CN2CCC(O)CC2)cc1C,-2.2,0.4,0,46
CCOc1ccc(C(=O)Nc2cc(-c3nc4ncccc4o3)ccc2Cl)cc1Cl,1.2,0.0,-4,-4
O=C(COC(=O)c1cc(O)c2ccccc2c1O)NCC12CC3CC(CC(C3)C1)C2,-1.5,-0.2,-11,-11
C=C(C)C1CC=C(C)/C(=N/NC(=O)c2cccc([N+](=O)[O-])c2)C1 (stereo not drawn),0.3,0.0,-7,-7
Cc1cccc(N2C(=O)c3cccc4cccc(c34)C2=O)c1,-1.6,0.0,-6,-8
Cc1ncc([N+](=O)[O-])n1CCOC(=O)Nc1ccc([N+](=O)[O-])cc1,1.2,0.1,6,12
CC1CCN(C2CC(=O)N(c3cccc(Cl)c3)C2=O)CC1 (stereo not drawn),-0.1,0.0,-3,-2
O=C1CCC/C(=N\NC(=O)c2ccccc2Cl)C1,0.1,-0.1,-11,-14
N#CC(C#N)=Cc1cn(CC(=O)NCc2ccco2)c2ccccc12,3.4,0.4,-1,9
COC(=O)c1ccccc1NC(=O)c1cnc(N2CCN(c3ccccn3)CC2)c2ccccc12,1.8,0.0,-4,1
O=C(CCNS(=O)(=O)c1ccc(Br)s1)Nc1cccc(Cl)c1,0.4,0.0,-9,-2
O=C(CCCc1ccccc1)Nc1cccc(N2CCC(NCCc3cnccn3)CC2)c1,-1.5,-0.1,-5,6
O=C(NCc1cccs1)c1ccc(OCC(=O)C2CC2)cc1,1.2,-0.1,-13,3
Cn1c(=O)c2c(nc(N3CCCCC3)n2CC(O)COc2ccc(Cl)cc2)n(C)c1=O (stereo not drawn),-0.1,0.3,3,21
COc1ccc(OC)c(N/C=C2/CCCCC2=O)c1,-0.6,0.5,-5,12
CCOC(=O)c1c(NC(=O)CSc2nnc(CNC(=O)c3ccc(OC)c(OC)c3)n2-c2cccc(C)c2)sc2c1CCCCC2,0.5,0.0,8,11
Cc1ccc(C(=O)Nc2ccncc2)cc1[N+](=O)[O-],3.2,-0.1,2,-11
CCOCCSc1nnc(-c2cccnc2)n1-c1ccccc1F,-0.7,0.3,-7,-1
COCCNC(=O)c1cc(S(=O)(=O)N2CCC3(CC2)OCCO3)ccc1F,-1.2,0.0,-2,9

# Record cards, as listed above. Order of values: GPR151 ag, FBW7 activator, TEAD-YAP block, MITF inh
# `CCOCCSc1nnc(-c2cccnc2)n1-c1ccccc1F` across the screens: -0.7, 0.3, -7, -1
# `COc1ccc(CCNC(=O)CCCCCn2c(SCC(=O)c3ccc(F)cc3)nc3cc4c(cc3c2=O)OCO4)cc1OC` across the screens: -1.2, 0.1, -10, 10
# `O=C1CCC/C(=N\NC(=O)c2ccccc2Cl)C1` across the screens: 0.1, -0.1, -11, -14
# `O=C(CCNS(=O)(=O)c1ccc(Br)s1)Nc1cccc(Cl)c1` across the screens: 0.4, 0.0, -9, -2
# `CCOC(=O)c1c(NC(=O)CSc2nnc(CNC(=O)c3ccc(OC)c(OC)c3)n2-c2cccc(C)c2)sc2c1CCCCC2` across the screens: 0.5, 0.0, 8, 11

# The listing picks up, repeating the five entries before the break.
SMILES,GPR151 ag,FBW7 activator,TEAD-YAP block,MITF inh
COc1ccc(OC)c(N/C=C2/CCCCC2=O)c1,-0.6,0.5,-5,12
CCOC(=O)c1c(NC(=O)CSc2nnc(CNC(=O)c3ccc(OC)c(OC)c3)n2-c2cccc(C)c2)sc2c1CCCCC2,0.5,0.0,8,11
Cc1ccc(C(=O)Nc2ccncc2)cc1[N+](=O)[O-],3.2,-0.1,2,-11
CCOCCSc1nnc(-c2cccnc2)n1-c1ccccc1F,-0.7,0.3,-7,-1
COCCNC(=O)c1cc(S(=O)(=O)N2CCC3(CC2)OCCO3)ccc1F,-1.2,0.0,-2,9
COC(=O)C(C)N1C(=O)S/C(=C/c2ccc(C)o2)C1=O (stereo not drawn),0.8,-0.2,0,13
Cc1ccc(-c2c3c(nc4sc(C(=O)Nc5ccc(C)c(Cl)c5)c(N)c24)CCCC3)o1,-0.6,-0.1,-5,-3
CCOP(=O)(OCC)C(NC(=O)c1ccc(OC)c(OC)c1)c1ccccc1 (stereo not drawn),-1.3,0.3,2,17
N#CC1c2ccccc2C=CN1C(=O)c1ccccc1F (stereo not drawn),-0.6,0.0,11,-2
CCOC(=O)c1cc(-c2ccc(OC(F)F)cc2)nc2c1c(=O)[nH]c(=O)n2C,-1.0,0.2,4,18
O=C(c1ccc(Br)c(S(=O)(=O)N2CCOCC2)c1)N1CCc2ccccc21,-0.7,0.3,11,13
COC(=O)C1=CN(c2ccc(F)c(Cl)c2)C=C(C(=O)OC)C1c1cccs1,4.2,0.6,15,11
CCNc1nccc(-c2ccc3nc(C4COc5ccccc5O4)[nH]c3c2)n1 (stereo not drawn),-0.4,0.8,9,15
COc1ccc(S(=O)(=O)N(CC(=O)NCc2ccccc2C)c2ccc(Cl)cc2)cc1,-0.3,-0.1,-1,3
COc1cccc(CC(=O)N2CCC3(CC2)OCc2cc(Br)ccc2O3)c1,0.1,-0.2,2,-13
C[C@]12C=CC(=O)C=C1CC[C@H]1[C@@H]3C[C@@H](O)[C@](O)(C(=O)CO)[C@@]3(C)C[C@H](O)[C@@]12F,-2.4,1.5,nt,8
Cc1ccc(S(=O)(=O)N(C)CC(=O)OC(C(=O)NC(N)=O)C(C)C)cc1 (stereo not drawn),0.5,-0.1,4,2
CCCCN1C(=O)c2c(Oc3ccc(Br)cc3Br)cc([N+](=O)[O-])cc2Oc2ccccc21,0.7,0.0,-4,14
O=C(CSc1nc2ccccc2c(=O)n1C1CCCCC1)NCc1ccccc1,0.4,0.0,1,10
O=C(Cn1nc(C2CC2)cc1C(=O)N1CCCC1)NCc1cccc(Cl)c1,0.7,0.3,19,0
CC(C)C[C@H]1C(=O)N2CCN(C(=O)c3cccs3)C[C@@H]2C(=O)N1C,1.4,0.1,-1,-6
Cc1cc(C)n(-c2nn3c(C(F)(F)C(F)(F)F)nnc3c3ccccc23)n1,-0.4,-0.1,-3,-10
CSc1ncccc1C(=O)OCC(=O)NC(C)(C)C,-2.1,0.1,-6,-6
CN(c1ncnc(N)c1[N+](=O)[O-])C1CCCCC1,0.1,0.1,54*,4
O=C(Nc1ccccc1)C1=C(O)CC(c2ccco2)CC1=Nc1ccccc1 (stereo not drawn),0.8,0.5,-2,11
O=C(NCc1cccc(C(F)(F)F)c1)c1ccc2nc(Nc3cnccn3)sc2c1,-0.4,0.0,-9,2
O=C(NCCOc1ccccc1)c1csc(N2CCN(c3ccccn3)CC2)n1,0.4,0.0,-1,9
CCN(CC)C(=O)C1CCCN(c2nc(NCCN3CCOCC3)c3ncn(-c4ccsc4)c3n2)C1 (stereo not drawn),0.6,0.1,36*,12
COc1cccc(/C(O)=C/C(=O)C(=O)Nc2ccc(Br)cc2)c1,-0.2,0.3,12,25
C=CCn1c(SCCCC)nc2sc3c(c2c1=O)CC(C)CC3 (stereo not drawn),0.4,-0.1,-5,-7
COc1ccccc1/C=C/C(=O)NCC(=O)N/N=C(/C)c1ccccc1,-1.7,0.2,-10,10
COc1cccc(CNc2ncnc3c2nnn3Cc2ccccc2F)c1,1.4,0.0,-13,-1
COc1ccc(NC(=O)Cn2cnc3c(oc4ccccc43)c2=O)cc1,1.3,0.1,-2,5
O=C1c2oc3ccccc3c(=O)c2C(c2ccccn2)N1c1nccs1 (stereo not drawn),1.8,-0.3,-3,14
CCOC(=O)C1=C(N)N(c2cccc(C(F)(F)F)c2)C2=C(C(=O)CCC2)C1c1ccc(F)cc1 (stereo not drawn),-0.6,-0.1,2,-5
CC1CCCCN1S(=O)(=O)c1ccc(C(=O)Nc2nc3c(s2)COc2ccccc2-3)cc1 (stereo not drawn),0.1,0.1,2,-5
CC(=O)c1ccc(OC(=O)c2ccc(Br)cc2)cc1,-0.9,-0.2,-5,2
O=C(Nc1cccc(NC(=O)c2cc([N+](=O)[O-])ccc2Cl)c1)c1ccco1,0.0,0.0,3,-10
CCc1ccc(N(CC(=O)N2CCC(C)CC2)S(C)(=O)=O)cc1,0.6,0.0,4,-3
Cc1ccc(NC(=O)CSc2nnc(NC(=O)C(C)C)s2)c(C)c1,-0.9,0.1,25,16
O=C(COc1ccccc1Cl)N(Cc1ccco1)C1CCS(=O)(=O)C1 (stereo not drawn),0.9,0.6,11,2
CCO/C(C=C(C(=O)OC)C(=O)OC)=C/N(C)C,0.4,0.1,3,3
O=C(Nc1ccc2[nH]ncc2c1)C1CCN(C(=O)[C@H](O)c2ccccc2Cl)CC1,-0.5,-0.1,-10,13
CCn1c(Cc2ccccc2)nnc1SCC(=O)N1C(C)CCCC1C (stereo not drawn),0.6,0.0,7,10
O=C1C(=O)N(CCO)C(c2ccc(Br)cc2)/C1=C(/O)c1ccccc1 (stereo not drawn),0.1,-0.1,2,9
COc1cccc(C2CC(=O)N3CN(C)CSC3=C2C#N)c1OC (stereo not drawn),2.2,-0.2,-8,2
Fc1ccc(C2=CC(c3ccc(F)cc3)n3nnnc3N2)cc1 (stereo not drawn),-0.5,0.5,4,7
Cc1cc(C)cc(Oc2c(C(F)(F)F)oc3cc(OC(=O)c4cccs4)ccc3c2=O)c1,0.3,-0.1,12,-10
COC(=O)c1ccc([N+](=O)[O-])c(OS(=O)(=O)c2ccc(Cl)cc2)c1,0.3,-0.1,2,21
CC(C)[C@@H](CO)Nc1nc(Nc2cccc(Cl)c2)c2ncn(C(C)C)c2n1,-1.2&0.1,0.0&-0.1,6,4&-2
CCc1ccc2c(c1)C(O)(c1c(C)[nH]c3ccccc13)C(=O)N2 (stereo not drawn),-0.3,0.9,10,4
CNC(=O)COc1ncnc2sccc12,0.0,0.0,-1,6
COc1ccc(S(=O)(=O)N(CC(=O)O)C2CCCCC2)cc1OC,2.4,0.1,3,3
Cc1ccsc1CN1CCC2(CC1)NC(=O)c1ccccc1O2,0.6,0.1,1,1
CN(C)c1cccc(N=Cc2c(O)n(Cc3ccc(F)cc3)c(=O)[nH]c2=O)c1,0.6&2.9,0.4&0.0,8&-8,11&9
CN(C)CCCNCCP(=O)(c1ccccc1)c1ccccc1,-1.5,0.0,7,6
CN(C)C(=O)CN1C(=O)C2CCC(=O)CC2C1=O (stereo not drawn),0.0,0.6,-2,12
CC1CCC(C(=O)NC(C(=O)NCCCN2CCCCC2)C(C)C)CC1 (stereo not drawn),1.0,0.3,-22,-8
COc1ccc(/C=C2\N=C(c3ccccc3Br)OC2=O)cc1OC,-0.9,-0.1,1,0
O=C1CCCN1CCn1cnc2c(NCCOc3ccccc3)nc(-c3cccs3)nc21,3.5,0.0,16,3
COc1cc(CN2C(=O)C(F)(F)Oc3ccccc32)cc(OC)c1,2.7,-0.2,-1,10
CC1=C(C(=O)OCCc2ccccc2)C(c2ccc(N(C)C)cc2)NC(=O)N1 (stereo not drawn),0.0,0.3,0,11
COc1ccccc1N1CCN(c2ncnc3sc(C(=O)Nc4cccc(C)c4)c(C)c23)CC1,-0.8,-0.1,1,14
Cc1ccc2nc(NC(=O)C34CC5CC(CC(C5)C3)C4)sc2c1,-2.0,-0.1,10,4
Cc1sc2ncn(CC(=O)NC(C)C)c(=O)c2c1S(=O)(=O)N1CCOCC1,1.0,0.0,3,-26
# (listing goes on)
SMILES,GPR151 ag,FBW7 activator,TEAD-YAP block,MITF inh
COC(=O)c1sc2cnccc2c1-n1cccc1,1.6,-0.1,8,0
CC(C)C(=O)NC(c1ccco1)c1c(O)ccc2ccccc12 (stereo not drawn),-0.2,-0.1,-4,9
Cc1ccc(OCC(=O)Nc2ccc(C(=O)Nc3ccccc3C(=O)O)cc2)cc1C,0.4,0.0,-1,-22
CC(=O)Nc1ccc2nc(NC(=O)COc3ccc(Cl)cc3)sc2c1,0.3,0.1,6,-2
COc1cc(C(=O)N2CCC(Cn3ccnc3)CC2)cc(OC)c1OC,-0.8,0.1,9,5
CN1CCCCC1C(=O)NCC1Cc2cc(-c3ccc(S(C)(=O)=O)cc3)ccc2O1 (stereo not drawn),0.9,-0.1,-1,-6
Fc1ccccc1CSc1nnnn1-c1ccccc1F,-0.9,2.3*,-13,21
c1ccc(CSc2ncn[nH]2)cc1,0.7,-0.1,-8,-11
O=C(Cn1nc(-c2ccc(Cl)cc2)ccc1=O)NCCN1CCCC1,-0.4,0.0,10,4
CCN(CC)c1ncnc2sc(C(=O)N3CCC(C(N)=O)(N4CCCCC4)CC3)c(C)c12,0.2,-0.1,5,5
COc1ccccc1NC(C)C(=O)N/N=C/c1ccco1 (stereo not drawn),-0.6,0.1,3,3
CN1[C@H](C(=O)Nc2ccccc2C(F)(F)F)C[C@H](c2ccc(F)cc2)NS1(=O)=O,1.0,0.1,5,15
COc1ccc(Cn2c(=S)[nH]c3cc(Cl)ccc3c2=O)cc1,1.7,0.1,-1,-5
OC(COc1ccccc1F)CN1CCN(Cc2ccccc2)CC1 (stereo not drawn),-0.7,-0.1,8,7
Cc1c(N)c(=O)n(-c2ccccc2)n1C,-0.9&-0.3,0.1&0.0,1,9&11
CCc1ccc(C2=NC(c3cccc(F)c3)NC(c3cc(Cl)ccc3O)C2)cc1 (stereo not drawn),0.2,0.1,1,11
Cc1oc2c(cc(NS(=O)(=O)c3ccccc3)c3ccccc32)c1C(=O)OC(C)C,0.6,-0.4,-14,-1
CCOc1ccc(N2C(=O)CC(N(Cc3ccc4c(c3)OCO4)C(C)=O)C2=O)cc1 (stereo not drawn),0.4,0.2,-7,15
O=C1NC(=O)N(c2ccc(Br)cc2)C(=O)/C1=C/c1cnc(-c2ccccc2)nc1,1.2,-0.2,-3,4

# Screening data as filed in PubChem BioAssay.

# Rows were taken by chance, and some 3.5% of all compounds hit somewhere here.
